FadD28 binding: M. tuberculosis FadD28 bisubstrate binding inhibition; FadD28 bisubstrate probe binding, fluorescence polarization; inhibition, % at 12.5 µM; 0.22% of 360,000 active; in the data active = inhibition above about 8.5%, passing the limit was not always enough; inconclusive = no clear call, values can overlap the other calls
TcdB GH inh: inhibitors of Clostridioides difficile toxin B glycohydrolase | P18177 | TcdB glycohydrolase enzymatic assay, plate reader | inhibition, % at 9.99 µM | 0.24% of 350,000 active; in the data active = inhibition above about 10%
GDH-TPI counter: inhibits GDH-TPI coupling enzymes, artifact for Mtb FBA screen | GDH-TPI coupled enzyme counterscreen, NADH absorbance | inhibition, % at 4.8 µM | 1.2% of 360,000 active; in the data active = inhibition above about 30%;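 note: 0% = DMSO wells and 100% = wells lacking the enzyme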
Mtb FBA inh: inhibits M. tuberculosis FBA enzyme; 2.3% of 360,000 active; purified M. tuberculosis FBA, fluorescence read-out; inhibition, % at 1 µM; P9WQA3; AID 588726; in the data active = inhibition above about 27%;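 note: 0% = vehicle and 100% = reference inhibitor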
Target sequence (P9WQA3 whole entry, looked up): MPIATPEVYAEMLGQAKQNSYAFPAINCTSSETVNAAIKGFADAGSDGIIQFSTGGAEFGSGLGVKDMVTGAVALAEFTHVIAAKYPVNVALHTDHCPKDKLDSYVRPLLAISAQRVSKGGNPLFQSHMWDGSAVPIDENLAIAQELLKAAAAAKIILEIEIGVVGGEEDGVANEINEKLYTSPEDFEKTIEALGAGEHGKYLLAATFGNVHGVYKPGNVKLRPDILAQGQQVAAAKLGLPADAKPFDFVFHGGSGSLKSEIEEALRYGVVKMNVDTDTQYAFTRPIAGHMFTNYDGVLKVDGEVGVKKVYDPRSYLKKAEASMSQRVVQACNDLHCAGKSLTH
BioA inh: inhibitors of Mycobacterium tuberculosis BioA enzyme. purified M. tuberculosis BioA enzyme, plate reader. inhibition, % at 9.99 µM. 0.096% of 360,000 active. AID 602481; in the data active = inhibition above about 40%; inconclusive = no clear call, values can overlap the other calls
Yp Topo-I inh: blocks Yersinia pestis topoisomerase I activity; activity, % at 10 µM; 0.064% of 360,000 active; Y. pestis Topo-I cleavage product accumulation, plate reader; in the data active = activity above about 50%, passing the limit was not always enough; inconclusive = no clear call, values can overlap the other calls; note: inactives centre near 2
PfHsp40 yeast: restores yeast growth despite PfHsp40 toxicity. AID 504582. 0.68% of 340,000 active. growth rescue, % at 12.5 µM. S. cerevisiae expressing PfHsp40, growth rescue, ATP luminescence; in the data active = growth rescue above about 28%, passing the limit was not always enough; inconclusive = no clear call, values can overlap the other calls;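 note: yeast W303a lacking pdr1 and pdr3 grown in galactose medium; growth measured after three days at 30 °C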
Mtb UGM inh: inhibitors of M. tuberculosis UDP-galactopyranose mutase; P9WIQ1; purified UGM, fluorescence polarization probe displacement; inhibition, % at 10 µM; 0.06% of 320,000 active; AID 504406; in the data active = inhibition above about 10%, passing the limit was not always enough; inconclusive = no clear call, values can overlap the other calls
Target sequence (P9WIQ1 whole entry, looked up): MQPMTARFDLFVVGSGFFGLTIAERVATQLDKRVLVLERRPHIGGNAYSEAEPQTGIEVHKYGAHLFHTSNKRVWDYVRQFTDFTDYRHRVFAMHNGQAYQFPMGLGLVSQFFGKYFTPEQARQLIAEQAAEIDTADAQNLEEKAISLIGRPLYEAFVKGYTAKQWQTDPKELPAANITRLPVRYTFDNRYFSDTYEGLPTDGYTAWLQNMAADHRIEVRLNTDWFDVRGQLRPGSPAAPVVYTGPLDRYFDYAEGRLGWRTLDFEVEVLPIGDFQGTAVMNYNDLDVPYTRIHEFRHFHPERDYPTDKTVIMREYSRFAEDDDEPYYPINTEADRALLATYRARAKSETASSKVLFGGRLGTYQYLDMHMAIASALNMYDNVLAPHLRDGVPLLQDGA
Vc quorum ag: induces V. cholerae light production without autoinducers. 0.16% of 350,000 active. V. cholerae BH1578 lux reporter, luminescence, 6 h. activation, % at 18.7 µM; in the data active = activation mostly above about 9.7%, no sharp cut-off; inconclusive = no clear call, values can overlap the other calls; inactive = mostly below about 3.7%; note: not every result past the cut was called active; inactives centre near 0; reference of the scale not given here
Numbers without * were called inactive; i = inactive; ? = inconclusive; . = not tested or not shown; + = active, no number; & = joins results of further samples.

SMILES	FadD28 binding	TcdB GH inh	GDH-TPI counter	Mtb FBA inh	BioA inh	Yp Topo-I inh	PfHsp40 yeast	Mtb UGM inh	Vc quorum ag
COc1ccccc1S(=O)Cc1ccc(C(=O)NC2CCCC2)o1 (stereo not drawn)	0.1	0.6	9	1	-0.7	1	-0.5	1.4	-0.5
CC(=O)Nc1ccc(S(=O)(=O)N2CCSc3ccccc32)cc1	-2.6	0.3	4	0	2.9	2	-0.5	-4.4	-2.9
CN1CC(=O)N(CC(=O)Nc2cccc(S(=O)(=O)N3CCOCC3)c2)C1=O	-1.0	1.2	-7	1	.	6	1.7	-1.6	i
O=C(CSc1nnc(NC(=O)Cc2ccccc2)s1)NCC1CCCO1 (stereo not drawn)	-2.6	-1.1	-4	-2	1.3	-12	-0.4	-2.3	-0.3
COC(=O)c1cc(Cl)c(NC(=O)/C=C/c2ccc(OC)c(OC)c2)cc1OC	0.2	.	26	11	0.0	16	-1.0	-1.2	6.2
COc1ccc(N(C(=O)c2ccncc2)S(=O)(=O)c2ccc3c4c(cccc24)C(=O)N3C)cc1	-1.6	0.6	18	0	.	2	-1.4	1.7	-0.1
CCC(C)(C)NC(=O)C(C(C)C)N(CC1CCCO1)C(=O)CNS(=O)(=O)c1ccccc1 (stereo not drawn)	-0.9	1.0	0	0	-1.1	1	0.0	0.8	-0.6
CCOC(=O)[C@H]1[C@H]2COc3ccc(Cl)cc3[C@@H]2N2C(=O)c3ccc(C)cc3NC(=O)[C@@]12C	-2.1	0.7	16	2	1.0	-3	2.1	-1.7	-11
CN(Cc1ccco1)S(=O)(=O)c1cc(F)ccc1CN1C(=O)c2cccnc2C1=O	-2.1	1.0	1	-1	0.9	2	1.8	-1.2	-0.9
Cc1oc2c(c(C)cc3oc(=O)c(CC(=O)NCCCN4CCCC4=O)c(C)c32)c1C	-2.2	0.3	12	19	0.8	35	-0.2	-1.8	-0.6
O=C(CSc1nc2ccccc2c(=O)[nH]1)Nc1ccccc1O	-2.0	-0.2	9	3	-0.4	3	0.3	0.0	i
CCCCN(C(=O)c1ccc(OC)c([N+](=O)[O-])c1)c1c(N)n(CCC)c(=O)[nH]c1=O	-0.3	1.4	2	1	-2.5	-12	0.7	4.4	i
COc1ccc(NC(=O)Cn2c(=O)n(CC3CCCO3)c(=O)c3ccccc32)c(OC)c1 (stereo not drawn)	-1.5	1.7	2	1	-1.0	-2	-0.2	1.5	-0.4
CCCn1c(SCC(=O)Nc2ccc(Cl)cn2)nnc1C1CC1	-3.4	0.4	-9	0	-1.2	16	-0.7	-1.3	-2.5
CCCCN(CCCC)S(=O)(=O)c1ccc(NC(=O)c2cccs2)cc1	-4.2	.	5	1	-2.0	17	0.9	4.8	-2.8
O=C(NC1=NCCS1)c1ccccc1OCc1ccccc1Cl	-4.8	0.0	3	3	.	5	?	-2.3	-0.2
O=c1c2c3nc4ccccc4nc3n(CCN3CCOCC3)c2ncn1CCN1CCOCC1	-1.4	-0.1	34*	22	-0.7	3	-0.4	.	-0.3
CCOC(=O)C(NC(=O)CCl)(Nc1sc(C)c(CC)c1C#N)C(F)(F)F (stereo not drawn)	-2.3	.	9	1	.	-5	-1.0	0.9	-0.4
O=C(O)CC1C(=O)NCCN1CCCc1ccccc1 (stereo not drawn)	-1.8	0.5	7	1	-1.9	-1	1.7	0.3	-0.3
O=C(CN1C(=O)NC2(CCCC2)C1=O)N1CCN(S(=O)(=O)c2ccccc2[N+](=O)[O-])CC1	-1.3	1.9	3	1	-1.0	3	-1.2	-0.8	-1.4
CCc1ccc(NC(=O)Cn2cnc([N+](=O)[O-])c2)cc1	-2.4	1.4	9	0	-0.9	2	-0.1	-1.3	-0.9
O=C1NC2(CCCCC2)CO1	-1.4	0.1	8	-3	0.4	0	-0.1	2.4	-2.1
C[C@]12CCC3C(CC[C@H]4C[C@H](O)CC[C@]34C)C1CCC2=O (stereo partly drawn)	-2.9	0.0	6	-2	0.0	12	8.5	-2.7	i
CSc1ncc(-c2ccccc2)cn1	-0.6	1.0	-4	3	.	-8	-0.1	3.0	-0.5
CCn1c(SCC(=O)c2cc(C)n(CC3CCCO3)c2C)nc2ccccc21 (stereo not drawn)	0.2	.	5	1	-0.6	24	-0.4	2.4	-0.7

Entries of single compounds from above. Order of screens: FadD28 binding	TcdB GH inh	GDH-TPI counter	Mtb FBA inh	BioA inh	Yp Topo-I inh	PfHsp40 yeast	Mtb UGM inh	Vc quorum ag
CCOC(=O)C(NC(=O)CCl)(Nc1sc(C)c(CC)c1C#N)C(F)(F)F (stereo not drawn) is listed as -2.3	.	9	1	.	-5	-1.0	0.9	-0.4
O=C(NC1=NCCS1)c1ccccc1OCc1ccccc1Cl is listed as -4.8	0.0	3	3	.	5	?	-2.3	-0.2

The list goes on.
SMILES	FadD28 binding	TcdB GH inh	GDH-TPI counter	Mtb FBA inh	BioA inh	Yp Topo-I inh	PfHsp40 yeast	Mtb UGM inh	Vc quorum ag
C=CCOc1ccc(C2/C(=C(\O)c3ccc4c(c3)OCCO4)C(=O)C(=O)N2CCCN2CCOCC2)cc1 (stereo not drawn)	-2.9	1.1	16	-3	-1.5	16	0.8	0.0	i
Cn1c(=O)c2c(ncn2CC(=O)N2CCN(S(=O)(=O)c3ccc(Cl)cc3)CC2)n(C)c1=O	-1.6	1.0	-6	3	2.3	-11	8.3	2.5	i
CC(C)Oc1cccc(C(=O)C2CCCN(C(=O)c3csnn3)C2)c1 (stereo not drawn)	-5.1	0.2	-2	1	.	-9	0.0	-3.8	i
COCCn1nnnc1C(C(C)C)N1CCOCC1 (stereo not drawn)	-1.7	.	13	-1	-0.7	7	-1.0	-0.3	-0.7
CCN(C(=O)/C=C/c1cc(OC)c(OC)c(OC)c1)C1CCCCC1	-0.8	0.8	3	7	3.0	27	4.4	-0.5	i
Cc1cc(C)c2c(c1)[C@@H]1C=CC[C@@H]1[C@H](c1ccc(S(=O)(=O)N3CCOCC3)cc1)N2	-1.9	0.0	-2	3	.	-15	-0.5	3.1	-0.3
Cc1ccc(CN2CCC(NC(=O)c3ccccc3)CC2)cc1	-1.6	-0.9	-4	-1	-1.6	0	-0.1	1.8	-2.0
O=C1CSC(=S)N1c1cccnc1	-1.8	-1.2	-12	-3	-0.9	-10	0.1	0.0	-0.5
O=C1CCC(=O)N1c1ccc(S(=O)(=O)Nc2ccc(Br)cc2)cc1	-2.2	-10	5	7	-3.6	-2	1.8	1.3	-0.2
O=S(=O)(c1ccccc1)N(CC(O)Cn1c2ccccc2c2ccccc21)c1ccccc1 (stereo not drawn)	-2.2	.	3	2	0.0	22	2.1	-2.1	-3.4
C/C(=N\NC(=O)c1nnn(-c2nonc2N)c1C(C)C)c1cc(C)sc1C	0.6	2.4	1	3	2.0	14	-0.3	2.2	-0.3
Cc1ccc(NC(=O)Cc2nnc(N)s2)cc1	-1.1	1.0	1	1	0.1	-2	-0.6	-3.3	i
CC(C)(C)C1CCC(=NNC(=O)c2cc3c(s2)CCCC3)CC1 (stereo not drawn)	-3.6	-13	12	1	-0.6	5	-1.0	-0.5	-0.8
COCCCNC(=O)Nc1ccc(F)cc1F	-5.5	.	8	3	-1.1	3	-0.9	0.2	-0.6
COc1cc(/C=C2\SC(=S)N(NC(=O)c3cccnc3)C2=O)ccc1O	-6.4	0.0	6	-20	.	-5	-1.1	-9.0	-0.2
COc1cc(CN2C[C@@H](CO)O[C@@H](n3cnc4c(NCC(C)C)ncnc43)C2)cc(OC)c1OC	0.0	1.1	19	1	-0.3	0	.	.	i
COc1ccc(O)c(-c2cc(-c3cccc(Br)c3)n[nH]2)c1	-0.4	.	0	3	.	-5	1.8	0.7	-0.2
CCN(CC)S(=O)(=O)c1cc(C(=O)OCC(=O)c2ccc3c(c2)NC(=O)CO3)ccc1F	4.0	.	0	4	-0.8	16	0.3	-2.7	i
CCN(CCCNC(=O)CNC(=O)c1nn(-c2ccc(OC)cc2)c(=O)c2ccccc12)c1cccc(C)c1	-2.5	0.2	-4	0	-0.1	27	0.0	0.6	-0.2
Cc1nc(CC(=O)c2c(C)cc(O)cc2O)cs1	-1.6	.	37*	0	-1.3	-2	-0.1	0.8	-0.4
Cc1c(C(=O)NC2CCCc3ccccc32)oc2ccccc12 (stereo not drawn)	-1.1	.	-6	2	-0.4	8	0.9	-0.8	i
COc1ccccc1OCC(=O)NCCNC(=O)COc1ccccc1OC	2.3	0.2	2	0	0.0	28	-2.0	2.7	-0.5
Cc1ccc(OCC(=O)Oc2cccc(C)c2C)cc1	-1.2	-11	9	-3	-0.5	1	0.5	-1.4	-0.2
CCC(C)[C@@H](NC(=O)OC(C)(C)C)c1nnc(S(=O)(=O)Cc2cccc(C)c2)o1 (stereo partly drawn)	-1.9	.	13	0	.	4	0.9	.	0.6
C=CCn1cnc2c(sc3nc(C)cc(C)c32)c1=O	-0.8	-0.1	6	1	.	5	-0.1	-0.4	-0.7

Next compounds
SMILES	FadD28 binding	TcdB GH inh	GDH-TPI counter	Mtb FBA inh	BioA inh	Yp Topo-I inh	PfHsp40 yeast	Mtb UGM inh	Vc quorum ag
COc1ccc(S(=O)(=O)N2CCC(C(=O)Nc3ccccc3N3CCCCC3)CC2)cc1OC	-0.7	1.1	2	1	-1.7	9	0.6	0.1	-0.5
Nc1nn(-c2ccccc2)nc1C(=O)OCc1ccccc1F	-2.3	.	4	135*	.	-7	-1.4	5.7	i
Cc1ccc(S(=O)(=O)N2CCC(C(=O)N3CCN(Cc4ccccc4)CC3)CC2)cc1	-0.5	-1.4	2	2	-1.2	14	?	-0.2	-0.2
CCN(c1ccccc1)S(=O)(=O)c1ccc(OC)c(N=N/C(C(=O)Nc2ccccc2)=C(/C)O)c1	-3.2	0.5	-7	-3	.	7	-0.9	3.4	0.0
O=C(NCC1CCCO1)c1ccccn1 (stereo not drawn)	-0.5	.	-3	1	-0.7	2	1.7	-0.9	i
Cc1cc(C)n(-c2ccc(NC(=O)C3CCCCN3C(=O)c3sccc3C)cc2)n1 (stereo not drawn)	0.3	2.1	12	1	0.9	24	0.8	-1.8	i
COc1ccc2c(c1)CCc1cc(C(=O)O)sc1-2	-1.4	1.7	23	+	0.0	-8	0.3	0.8	-0.3
CS(=O)(=O)N(CC(=O)NCc1ccco1)c1ccc(OCc2ccccc2)cc1	-0.3	0.2	1	-2	1.3	-13	0.0	-2.9	i
O=C(COc1ccccc1[N+](=O)[O-])NCc1cccnc1	-1.1	.	4	0	.	3	-1.1	1.7	-0.2
CN(C)CCCNc1oc(-c2ccccc2Cl)nc1S(=O)(=O)c1ccc(F)cc1	-2.3	2.2	6	1	0.0	-8	-1.1	1.2	i
CN(C)S(=O)(=O)N1CCC(Oc2ccc(C(=O)NC3CCCCC3)cc2)CC1	-2.6	0.8	-3	5	.	3	0.4	-1.7	.
O=C1NCC(COCc2ccco2)O1 (stereo not drawn)	2.4	-0.3	-6	0	.	-3	-1.0	-0.4	6.2
CC(Sc1nnc(Nc2ccccc2)s1)C(=O)NC1CCCc2ccccc21 (stereo not drawn)	-2.9	.	4	-2	.	-3	0.2	0.9	-0.3
C[C@H]1CN([C@@H](C)CO)C(=O)CCCn2cc(nn2)CO[C@@H]1CN(C)S(=O)(=O)c1ccccc1C#N	-1.1	2.4&-0.3	2	-1	.	3	.	.	-0.3
COCCn1c(=NC(=O)CCS(=O)(=O)c2ccccc2)sc2cc(F)ccc21	-0.6	-0.8	7	0	3.2	6	-1.3	-0.5	-0.3
C/C(=N\NC(=O)c1ccc(O)cc1)c1ccc(N2CCOCC2)cc1	-0.7	-0.5	21	0	.	14	-1.0	0.8	0.0
CN(C)c1cccc(C(=O)NC2CCCc3ccccc32)c1 (stereo not drawn)	-1.3	0.4	4	6	-1.1	11	-0.4	0.3	-0.5

Another view of 2 compounds above.
Compound | FadD28 binding | TcdB GH inh | GDH-TPI counter | Mtb FBA inh | BioA inh | Yp Topo-I inh | PfHsp40 yeast | Mtb UGM inh | Vc quorum ag
O=C(NCC1CCCO1)c1ccccn1 (stereo not drawn) | -0.5 | . | -3 | 1 | -0.7 | 2 | 1.7 | -0.9 | i
COc1ccc(S(=O)(=O)N2CCC(C(=O)Nc3ccccc3N3CCCCC3)CC2)cc1OC | -0.7 | 1.1 | 2 | 1 | -1.7 | 9 | 0.6 | 0.1 | -0.5
